Assay outcomes from PubChem.
KDM4E inh – qHTS Assay for Inhibitors of Human Jumonji Domain Containing 2E (JMJD2E); JMJD2E catalytic domain, FDH-coupled NADH fluorescence (FDH is formaldehyde dehydrogenase); Lysine-specific demethylase 4E (Homo sapiens), B2RXH2; Potency, µM (highest dose often 57.1 µM), for inactives: at the highest dose activity change, negative = inhibition, most hits filed as inhibitors; AID 2147, 2009; 230,000 compounds, 1.6% hits; active = well fitted inhibition curve with a large enough effect, not every such curve was filed as active; inconclusive = small, poorly fitted or top-dose-only effect, or another doubt; inactive = no such curve, though single readings can be large or run the other way;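 also: 0% = wells with enzyme and -100% = buffer wells without enzyme; nearly all actives have a fitted effect of over 50% in size; many of its hits are not listed in these tables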
Target sequence (B2RXH2 1-337 limits assumed): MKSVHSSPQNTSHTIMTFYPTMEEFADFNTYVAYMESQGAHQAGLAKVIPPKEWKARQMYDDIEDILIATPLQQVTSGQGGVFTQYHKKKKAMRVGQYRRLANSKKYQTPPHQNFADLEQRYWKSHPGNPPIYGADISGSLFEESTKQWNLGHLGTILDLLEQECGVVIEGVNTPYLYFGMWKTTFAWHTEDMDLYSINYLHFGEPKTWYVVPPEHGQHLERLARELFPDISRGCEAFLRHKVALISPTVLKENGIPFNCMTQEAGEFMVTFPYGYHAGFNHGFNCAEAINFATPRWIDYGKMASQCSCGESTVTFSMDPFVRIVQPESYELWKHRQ
Tau ThT inhib – qHTS for Inhibitors of Tau Fibril Formation, Thioflavin T Binding | recombinant tau K18 P301L, heparin-induced fibrillization, ThT fluorescence | Microtubule-associated protein tau (Homo sapiens), P10636 | Potency, µM (top dose mostly 57.4 µM), inactives show top-dose activity, negative = inhibition, actives largely listed as inhibitors | 270,000 compounds, 2.1% hits; also: % is scaled to controls: 0 for no effect and ±100 for the full control effect; nearly all actives have a fitted effect of over 55% in size
Target sequence (P10636 561-689 P618L limits assumed): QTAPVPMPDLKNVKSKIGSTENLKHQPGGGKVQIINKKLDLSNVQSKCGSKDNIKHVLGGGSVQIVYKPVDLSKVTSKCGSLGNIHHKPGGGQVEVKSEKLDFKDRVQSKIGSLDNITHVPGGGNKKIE
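Heparin-induced fibrillization of the P301L-mutant K18 repeat-domain fragment of human tau was followed by ThT binding in quantitative high-throughput format.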
Tau fluor cs – Counterscreen qHTS for Inhibitors of Tau Fibril Formation, Fluorescence Polarization | tau K18 P301L (four-repeat tau fragment) Alexa594 fluorescence, heparin fibrillization | Potency, µM (titrated, usually from 57.7 µM), for inactives: at the top dose activity change, negative = decrease | 280,000 compounds, 0.93% hits; also: % is scaled to controls: 0 for no effect and ±100 for the full control effect; nearly all actives have a fitted effect of over 55% in size
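Human K18 P301L tau (15 uM unlabeled plus 0.24 uM Alexa 594-labeled, final) in 100 mM sodium acetate pH 7 was mixed with compound and 20 uM heparin and incubated 6 hr at 37 C.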
Tau FP inhib – qHTS for Inhibitors of Tau Fibril Formation, Fluorescence Polarization; Microtubule-associated protein tau (Homo sapiens), P10636; K18 P301L tau heparin fibrillization, Alexa594 FP, 6 h; Potency, µM (titrated, usually from 57.7 µM), for inactives: top-dose activity, negative = inhibition, actives largely listed as inhibitors; 280,000 compounds, 0.39% hits; also: % is scaled to controls: 0 for no effect and ±100 for the full control effect; nearly all actives have a fitted effect of over 55% in size
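K18 P301L tau (15 uM unlabeled/0.24 uM Alexa 594-labeled, final) + compound + heparin 20 uM final; 100 mM NaOAc pH 7; 6 hr 37 C; ThT 30 uM final added, 1 hr RT; FP ex 555/em 632 nm.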
HTT aggregate – qHTS Multiplex Assay to Identify Dual Action Probes in a Cell Model of Huntington: Aggregate Formation (GFP); PC12 HttQ103-GFP aggregates, Acumen cytometry, 40 h; Potency, µM (series often up to 46.1 µM), for inactives: top-dose activity change, negative = inhibition, most hits filed as inhibitors; 220,000 compounds, 1.1% hits; AID 1688, 2009; also: % is scaled to controls: 0 for no effect and ±100 for the full control effect; nearly all actives have a fitted effect of over 60% in size
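Quantitative HTS on tebufenozide-induced (100 nM) PC12 cells stably expressing polyQ103 Huntingtin exon 1–GFP. Reduction of bright GFP aggregates, detected by laser scanning cytometry after lysis, identified actives across the titration.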
SMN2 splice up – qHTS Assay for Enhancers of SMN2 Splice Variant Expression; HEK293 SMN2-luciferase splicing reporter, luminescence, 30-36 h; Potency, µM (top dose mostly 46.1 µM), without a hit: at the top dose activity change, positive = activation, most hits filed as activators; 210,000 compounds, 2.8% hits; also: % of control where 0% means no effect; nearly all actives have a fitted effect of over 55% in size
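HEK293 cells carry an SMN2 minigene-luciferase reporter in which exon 7 inclusion puts luciferase in frame. Cells were seeded at 2000 cells/well, attached for 10-12 hours, then exposed to compounds for 30-36 hours at 37C before ONE-Glo luminescence.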
HTT cytoprotect – qHTS Multiplex Assay to Identify Dual Action Probes in a Cell Model of Huntington: Cytoprotection (ATP) | PC12 HTT-Q103 induced, cytoprotection, ATP luminescence, 40 h | Potency, µM (titrated, usually from 56.4 µM), without a hit: cytoprotection (ATP increase), hits mostly activators | 230,000 compounds, 0.14% hits | AID 1471, 2008;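 also: % of control where 0% means no effect; nearly all actives have a fitted effect of over 45% in size; toxic huntingtin expression switched on by the ecdysone agonist tebufenozide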
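Compounds were screened for protection of PC12 cells against cell death after tebufenozide induction (100 nM final) of mutant Huntingtin exon 1 (Q103) fused to GFP.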
ALDH1A1 inh – qHTS Assay for Inhibitors of Aldehyde Dehydrogenase 1 (ALDH1A1); Potency, µM (top dose mostly 75.3 µM), for the others: at the top dose activity, negative = inhibition, hits mostly inhibitors; AID 1030, 2008; Aldehyde dehydrogenase 1A1 (Homo sapiens), P00352; Purified ALDH1A1, NADH fluorescence, propionaldehyde substrate; 220,000 compounds, 7.3% hits; active = well fitted inhibition curve with a large enough effect, not every such curve was filed as active; inconclusive = small, poorly fitted or top-dose-only effect, or another doubt; inactive = no such curve, though single readings can be large or run the other way;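 also: plate controls were no enzyme wells and a reference inhibitor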
Target sequence (P00352 whole entry, looked up): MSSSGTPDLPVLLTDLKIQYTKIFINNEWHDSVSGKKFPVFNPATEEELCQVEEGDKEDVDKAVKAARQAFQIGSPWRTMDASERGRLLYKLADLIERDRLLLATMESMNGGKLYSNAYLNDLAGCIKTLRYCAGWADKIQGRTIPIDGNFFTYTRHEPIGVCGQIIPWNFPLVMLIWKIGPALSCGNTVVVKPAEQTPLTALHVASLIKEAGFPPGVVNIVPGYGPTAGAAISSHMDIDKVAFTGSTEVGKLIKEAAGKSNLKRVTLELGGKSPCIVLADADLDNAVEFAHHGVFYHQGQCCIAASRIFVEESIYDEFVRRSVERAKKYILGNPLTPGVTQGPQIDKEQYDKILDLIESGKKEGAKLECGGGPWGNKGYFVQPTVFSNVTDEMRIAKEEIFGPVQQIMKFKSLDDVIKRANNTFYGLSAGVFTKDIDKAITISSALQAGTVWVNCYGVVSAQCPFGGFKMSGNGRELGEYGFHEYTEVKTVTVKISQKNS
Active calls of the source: *; ? = inconclusive; / = no result given; [ ] = dose if it differs, or a comment. Unless noted, calls follow the shape of the dose curve; as a rule, active = well fitted curve in the direction sought with a large enough effect; inconclusive = small, poorly fitted or top-dose-only effect, or another doubt; inactive = no such curve, though single readings can be large; an effect the other way counts as inactive or inconclusive. Potency is read from the fitted curve at half-maximal effect. Some of the compounds tested; the hit share may differ from the screen's.

SMILES	KDM4E inh	Tau ThT inhib	Tau fluor cs	Tau FP inhib	HTT aggregate	SMN2 splice up	HTT cytoprotect	ALDH1A1 inh
CCOC(=O)c1[nH]c2cc3c(cc2c1NC(=O)CN1CCCC1)OCO3	?	-2%	1%	4%	-2%[9.22 µM]	/	6%[10 µM]	?
N#CC1=C(N)Oc2cc(N)ccc2C1C1CC=CCC1 (stereo not given)	?	-14%	-28%	12%	-2%	-12%	-50%[inhibitor][10 µM]	?
Cc1cc(=O)n2c(n1)SCOC2	-22%	3%	-4%	0%	-4%[9.22 µM]	/	-11%[10 µM]	4%
Cn1c(SCC(=O)N2CCCc3ccccc32)nnc1-c1ccccc1	-21%	-9%	-3%	-4%	-3%	-7%	2%	25µM*
CCc1nn(-c2ccccc2)c(N)c1C#N	0%	-1%	0%	-2%	6%	14%	/	5%
COCCCNC(=S)Nc1ccc(CC(=O)O)cc1	-1%	4%	3%	-2%	10%	-17%	-36%[0.074 µM]	?
N[C@H](Cc1ccc(Cl)cc1)C(=O)O	?	-4%	-4%	-3%	/	/	?	?
O=C(Cc1ccc(Cl)c(Cl)c1)Nc1ccc2[nH]c(=O)[nH]c2c1	-17%	-12%	-19%	-12%	2%	0%	-32%[inhibitor]	1%
Cc1ccc(CNC(=O)c2ccc(COc3ccccc3)cc2)cc1	-6%	-7%	-3%	-4%	19%	-8%	-24%[10 µM]	3%
O=C(NCCC1=CCCCC1)C(=O)NCc1ccccc1	2%	3%	3%	-1%	-3%	0%	-19%[10 µM]	-5%
CNS(=O)(=O)c1cc(N)ccc1C	0%	-1%	3%	4%	19%	19%	-18%	4%
Cc1cccc2cc(CN(Cc3ccco3)C(c3nnnn3CCc3ccccc3)C(C)C)c(=O)[nH]c12 (stereo not given)	18µM*	-13%	-6%	2%	1%[9.22 µM]	-11%	-17%[10 µM]	32µM*
COc1ccc(-n2cnnc2SCC(=O)NC2CCCc3ccccc32)cc1 (stereo not given)	-2%	6%	12%	8%	14%	-3%	17%[10 µM]	5%
CCC(C)NC(=O)CO/N=C/c1ccc(C(=O)OC)cc1 (stereo not given)	-8%	-7%	-12%	-6%	9%	-12%	7%	4%
O=C(Nc1ccc2c(c1)OCO2)c1ccc(S(=O)(=O)NCC2CCCO2)cc1 (stereo not given)	2%	-6%	-2%	9%	-21%	-27%	7%	-3%
COc1cc2c(c(O)c1OC)-c1c(cc(OC)c(OC)c1OC)C[C@@H](C)[C@@H](C)C2	7%	-7%	-7%	-4%	38%[9.22 µM]	/	10%[10 µM]	/
CCOC(=O)N1CCN(C(=O)Cc2c(C(=O)O)n(C)c3ccccc23)CC1	?	0%	-1%	-9%	-5%	/	-33%[inhibitor]	-8%
C=CCn1c(-c2ccc(OC)cc2)nc2nc3ccccc3nc21	?	-15%	-7%	4%	-16%	10µM*	-32%	?
O=C(CCC1CCCC1)NCc1ccccn1	10%	-9%	-6%	-14%	1%	4%	-11%	-12%
CC1(C)CC[C@]2(C(=O)O)CC[C@]3(C)C(=CCC4[C@@]5(C)CC[C@H](O)C(C)(C)C5[C@H](O)C[C@]43C)C2C1 (stereo not given in full)	5%	-18%	-5%	2%	/	/	27%[1.9 µM]	0%
COc1ccc(S(=O)(=O)N2CCCCC2)cc1C(C)C	3%	-11%	-8%	1%	-20%	7%	6%	?
CN(C)CCN1CC(O)=C(c2nc3ccccc3s2)C1=N	-4%	-12%	-21%	0%	3%[9.22 µM]	/	22%[10 µM]	/
COc1ccc(-c2cnnc(CCCn3ccnc3-c3ccccc3)n2)cc1	/	-10%[11.5 µM]	-5%[11.6 µM]	-7%[11.6 µM]	/	/	-14%[10 µM]	-6%[13.5 µM]
CCCOc1ccc(C(C)=O)cc1CSCCC#N	9%	-6%	-5%	1%	10%	-12%	19%[10 µM]	-3%
CC(=O)/C=C/c1ccc2ccccc2n1	?	?	1%	1%	?	-35%[inhibitor]	-69%[inhibitor][10 µM]	-7%
COC(=O)c1ccccc1NC(=O)CN(CCc1ccccc1)S(C)(=O)=O	-6%	-4%	-8%	2%	25%	-8%	-5%	-14%
COc1ccc(C)cc1NC(=O)C1CCN(S(=O)(=O)c2cc(Br)cc3c2N(C(C)=O)CC3)CC1	/	-10%	-19%	-2%	/	-1%	/	/
CC(C)C(NS(=O)(=O)c1cccs1)C(=O)Nc1nc(C(C)(C)C)cs1 (stereo not given)	4%	-5%	-9%	?	-24%	-21%	-15%	-1%
COc1ccc(C(C)=O)cc1CN1C(=O)NC(CC(C)C)C1=O (stereo not given)	-2%	-1%	-4%	-6%	0%	21%	-38%[inhibitor]	?
CCC(C)[C@H](NC(=O)NCCCc1ccccc1)C(=O)OC (stereo not given in full)	1%	-9%	1%	9%	-3%	3%	4%[10 µM]	7%

Copied from the list.
HTT aggregate with CN(C)CCN1CC(O)=C(c2nc3ccccc3s2)C1=N stands at 3%[9.22 µM]
SMN2 splice up with COc1ccc(S(=O)(=O)N2CCCCC2)cc1C(C)C stands at 7%

The list goes on.
SMILES	KDM4E inh	Tau ThT inhib	Tau fluor cs	Tau FP inhib	HTT aggregate	SMN2 splice up	HTT cytoprotect	ALDH1A1 inh
COc1ccccc1CNc1ccc2nnc(CCNC(=O)c3ccc(C)cc3)n2n1	-14%	-2%	0%	4%	2%[9.22 µM]	10%	-42%	5%
COc1ccc2cc(C#N)c(NC(C)C)nc2c1	?	-5%	-1%	-6%	-1%	-24%	14%[10 µM]	?
COc1ccccc1CNC(=O)C1CCN(c2nn3c(=O)cc(C)nc3s2)CC1	/	?	-12%	2%	/	13%	/	/
CCC1CCCCN1C(=O)CSc1nnc(CNC(=O)c2ccco2)o1 (stereo not given)	1%	-6%	3%	2%	13%	5%	-9%	?
O=C(/C(=C/O)N=Nc1ccccc1Cl)c1ccccc1	-2%	28µM*	-21%	-11%	-14%	-27%	-1%[10 µM]	7.9µM*
Cn1ccs/c1=N\C(=O)Nc1cccc(Cl)c1	10%	-9%	-10%	-6%	2%[9.22 µM]	/	1%[10 µM]	7%
COC(=O)C1=C(C)NC2=C(C(=O)c3ccccc32)C1c1ccc(-c2ccc(C(=O)O)cc2)o1 (stereo not given)	-11%	8.9µM*	?	?	-29%	?	2%[0.074 µM]	3.2µM*
COC(=O)c1ccccc1NC(=O)c1sc(=S)n(C)c1N	-10%	?	?	4%	2%	-16%	-19%	20µM*
CC(=O)c1cccc(NC(=O)CCc2c(C)nc3c(-c4ccc(F)cc4)c(C)nn3c2C)c1	/	11%	-24%	-21%	/	4%	/	/
O=C(NCc1cccs1)Nc1cc(Cl)ccc1Cl	0%	8%	3%	0%	-11%[9.22 µM]	/	-7%[10 µM]	9%
FC(F)Oc1ccc(-n2cc(-c3ccc(Cl)cc3)[n+]3c2CCCCC3)cc1	-7%	-7%	-4%	-4%	-8%[9.22 µM]	/	0%[10 µM]	/
Cc1c(C(=O)N2CCC(C(N)=O)CC2)sc(N)c1C#N	7%	1%	0%	0%	-18%	7%	-10%[10 µM]	-6%
CCCc1[nH]nc2c1C(c1ccc(OC)cc1OC)C(C#N)=C(N)O2 (stereo not given)	-27%	-13%	-1%	9%	?	18%	18%[10 µM]	?
COc1ccccc1C(=O)N=c1sc2c(C)ccc(OC)c2n1C	?	?	-2%	8%	2%[9.22 µM]	/	6%[10 µM]	/
CC(C)Oc1ccc(CCC(=O)NNC(=S)Nc2ccccc2)cc1	12%	?	-26%	0%	-5%[9.22 µM]	/	7%[10 µM]	/
CCC(=O)Nc1ccc(OCc2nnc3c4ccccc4c(C)nn23)cc1	-14%	?	1%	-3%	7%[9.22 µM]	-1%	-5%[10 µM]	8%
O=[N+]([O-])c1c(-c2cn[nH]c2)n[nH]c1-c1cn[nH]c1	-4%	/	-13%	3%	7%[9.22 µM]	/	2%[10 µM]	/
Cc1ccc(C(=O)/C=C/NCc2ccc(F)cc2)cc1	-4%	0%	-2%	3%	14%	29%	19%[10 µM]	14µM*
COC(=O)c1cc(C(=O)c2ccc(Cl)cc2Cl)cn1C	3%	6%	-9%	4%	-10%	7%	-7%	-11%
CC1=CC(C)(C)N(C(=O)CN2C(=O)CCC2=O)c2ccc(C)cc21	3%	10%	6%	1%	-3%[9.22 µM]	-27%	-8%[10 µM]	1%
O=C(NC1CC2CCC(C1)N2Cc1ccco1)c1ccccc1 (stereo not given)	4%	-7%	-7%	-10%	10%	-4%	-17%[1.9 µM]	-4%
CN(C(=S)SCc1ccccc1)C1CCS(=O)(=O)C1 (stereo not given)	9%	7%	3%	-5%	-5%	-2%	-33%	-3%
CCOC(=O)C(NC(=O)CC(C)C)(Nc1cc(C)on1)C(F)(F)F (stereo not given)	3%	7%	5%	2%	-8%	15%	13%	9%
COc1ccc(C2=NN(C(=O)c3ccccc3)C(c3cccc([N+](=O)[O-])c3)C2)cc1 (stereo not given)	-2%	-4%	?	-6%	0%[9.22 µM]	/	-9%[10 µM]	/
O=C(NCCO)c1ccc2[nH]c3ccccc3c2c1	?	-5%	-7%	7%	9%	24%	-7%[10 µM]	?
COc1ccccc1CNc1nc2c(S(=O)(=O)c3ccc(C)c(C)c3)nnn2c2ccc(Cl)cc12	/	12%	-5%	?	/	-10%	/	/
COCCN1CCn2c(nc3cc(NC(=O)NC4CCCCC4)ccc32)C1	?	?	-29%	8%	-7%	15%	-11%	?
Fc1ccccc1N1CCN(c2ncnc3onc(-c4cccc(Cl)c4)c23)CC1	/	-6%	-20%	0%	/	12%	/	/
Cc1cc(/C=C2/SC(=O)N(CC(=O)N3CCOCC3)C2=O)c(C)n1-c1ccccc1F	?	-8%	0%	1%	?	11µM*	-37%[10 µM]	?
